Screening results: PubChem, Broad Institute
INS-1E GSIS act = GLuc luminescence reporter in INS-1E cells, primary screen for activators of glucose-dependent secretion of insulin; INS-1E GLuc reporter insulin secretion, 2-3 h; activation, % at 16.6 µM; 370,000 compounds, 0.61% hits;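 active = lowest replicate activation of at least 40%, so every replicate reaches that level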;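 also: 0% = median of neutral control wells and 100% = median of IBMX positive control wells; some compounds called inactive have numbers as strong as hits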
PGC1a acetyl inh = inhibitors of PGC1a acetylation signal, primary screen, cell-based, U2OS, AlphaScreen, inhibitor mode. 350,000 compounds, 0.17% hits. AID 651687, 2012. inhibition, % at 15.6 µM. AlphaScreen anti-acetyl-lysine; with virally co-expressed GCN5 acetyltransferase;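 active = every replicate shows inhibition of at least 40%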;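 also: 0% = neutral control wells and 100% = positive control wells; some results beyond the cut were filed as inactive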
Statin myotox sup = suppressors of statin myotoxicity in C2C12 myotubes, primary screen, cell-based, single point, plate reader; C2C12 myotubes + simvastatin, ATP luminescence, 48 h; scaled: DMSO 0, geranylgeraniol control 100; 330,000 compounds, 0.78% hits; rescue of ATP level, % at 7.49 µM;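 active = mean ATP rescue above about 67%, or every replicate alone reaching that limit, limit read from the data, passing the limit was not always enough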;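 also: myotubes were challenged with 10 µM simvastatin during compound exposure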
Cneo AK release = Cryptococcus neoformans cell lysis inducers, primary screen, AK release luminescence, single concentration. C. neoformans lysis, adenylate kinase release luminescence, 4 h; normalised: neutral wells 0, clomiphene wells 100. lysis activity, % at 15 µM. 360,000 compounds, 0.2% hits;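 active = mean lysis activity across replicates of at least 80%, whatever share of replicates individually reach that level; inactive = mean lysis activity below 80%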
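Signal: Adenylate kinase release luminescence | Assay system: Log-phase Cryptococcus neoformans yeast cells | Input: Cells at 5 × 10^6 per mL | Buffer or medium: Fresh YPD growth medium | Compound: Single dose | Schedule: Static 4 h at 37 °C with compound, 1 h detection | Controls: Clomiphene | Read-out: Luminescence rise reflecting yeast cell lysis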
PglD DTNB = C. jejuni PglD acetyltransferase inhibitors, primary screen, biochemical, DTNB colorimetric, single point. UDP-N-acetylbacillosamine N-acetyltransferase PglD (Campylobacter jejuni). 360,000 compounds, 0.098% hits. inhibition, % at 12.5 µM. AID 602405, 2012. purified PglD enzyme, DTNB colorimetric CoA detection; in the data active = inhibition above about 16%, passing the limit was not always enough; also: strong numbers were not always called active
PAX8 reporter = inhibitors of PAX8-driven TPO luciferase reporter, primary screen, RMG-I cells, single concentration | SteadyGlo, 24 h | inhibition, % at 12.6 µM | 360,000 compounds, 1.2% hits;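 active = mean replicate inhibition at least 60% with every replicate also reaching 60%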;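 also: luciferase light reporting Pax8 driven TPO promoter activity; plate controls were median of neutral control wells for no effect and mitoxantrone controls for full effect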
LGR2 antag = inhibitors of bursicon-induced LGR2 CRE-luciferase signal, primary screen, cell-based, HEK293, CRE-luciferase reporter, bursicon stimulation; Drosophila bursicon receptor LGR2 (rickets); inhibition, % at 9.99 µM; 380,000 compounds, 0.35% hits; bursicon-stimulated, 4 h; AID 720647, 2013;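 active = drop in luminescence signal, shown as inhibition above about 50% in the replicate tests, limit read from the data, passing the limit was not always enough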;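 also: agonist challenge used bursicon conditioned medium at about half maximal strength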
ARNT-TACC3 inh = disruptors of ARNT/TACC3 protein interaction, primary screen, biochemical, AlphaScreen, single concentration; Transforming acidic coiled-coil-containing protein 3 (Homo sapiens), Q9Y6A5; AlphaScreen His-ARNT PAS-B/GST-TACC3 binding, luminescence; TACC3 fragment carries E629A point mutation; inhibition, % at 9.99 µM; 390,000 compounds, 0.66% hits;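 active = mean inhibition of replicates at least 50% and at least half of replicates each reaching 50%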;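 also: 0% = complete ARNT plus TACC3 wells and 100% = ARNT alone without TACC3; many hits fall short of the cut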
The depositor's hits bear a star; . = not tested or not shown; & = joins results of further samples.

SMILES	INS-1E GSIS act	PGC1a acetyl inh	Statin myotox sup	Cneo AK release	PglD DTNB	PAX8 reporter	LGR2 antag	ARNT-TACC3 inh
COc1cccc(S(=O)(=O)Nc2ccc3c(c2)C(=O)N(C)[C@@H]2CC[C@@H](CC(=O)NCC4CCCCC4)O[C@@H]2CO3)c1	-4	2	-2	-2	-4	2	0	-4
N#C/C(=C\c1ccc(N2CCOCC2)o1)C(=O)Nc1ccc(O)cc1	-2	-9	.	-6	2	-10	-19	4
CC(=O)/C(C#N)=C1\NC(=O)C(Cc2ccc(C)c(Cl)c2)S1 (stereo not drawn)	.	-15	.	-4	6	3	.	-5
Cc1cc(N2CCN(C(c3ccccc3)c3ccccc3)CC2)n2ncnc2n1	-13	-6	58	4	0	13	.	2
Cc1cccnc1NC(=O)Cn1nc(C)c([N+](=O)[O-])c1C	.	-1	5	-4	8	.	.	-2
O=C1c2oc3ccc(F)cc3c(=O)c2C(c2ccccc2)N1CC1CCCO1 (stereo not drawn)	17	0	3	2	-1	.	.	-4
CC1CCCCC1NC(=O)c1ccc2c(c1)[nH]c(=O)n2C1CCCC1 (stereo not drawn)	.	-7	-49	-2	-3	.	.	-3
CCCCOC(=O)C1=C(C)NC2=C(C(=O)CCC2)C1c1cc(OC)ccc1OC (stereo not drawn)	.	8	9	3	-1	8	.	-6
Cc1cc(C(=O)Nc2cccc3c2O[C@@H](CN(C)S(=O)(=O)c2ccc(Cl)cc2)[C@H](C)CN([C@@H](C)CO)C3=O)n(C)n1	-3	6	-21	-4	2	20	-16	-4
Cc1cccc(C)c1NC(=O)c1cccc(C(=O)Nc2c(C)cccc2C)n1	16	-38	0	8	1	2	-10	-7
CCOC(=O)c1c(C)[nH]c(C)c1C(=O)COC(=O)CSc1ccc(C)cc1	-39	4	-5	-5	3	8	7	9
COCC(=O)Nc1ccc2c(c1)C(=O)N(C)C[C@H](OC)[C@@H](C)CN(CC1CCCCC1)[C@@H](C)CO2	-4	-8	-10	-1	2	.	-2	-3
NC(=O)CSc1nc2sc3c(c2c2ncnn12)CCCC3	.	0	-11	1	3	.	.	-1
CCOC(=O)C1=C(C)NC(C)=C(C(=O)OC)C1c1ccco1 (stereo not drawn)	-30	.	.	.	.	-13	-3	0
CCOC(CNC(=O)Cn1nc(C)c2ccccc21)OCC	3	1	.	.	.	-1	-75	-7
O=C(NCCS(=O)(=O)N1CCN(c2ccc(F)cc2)CC1)C1CC(=O)N(c2ccccc2)C1 (stereo not drawn)	10	2	-3	-1	-4	-4	0	0
CC(C)(C)OC(=O)NC(Cc1ccccc1)C(=O)NC(CSC1CCCCO1)C(=O)NN (stereo not drawn)	-1	.	8	-2	4	15	-1	-3
COc1ccc(CNc2nc(-c3cccnc3)nn2C(C)=O)cc1	-8	.	9	0	0	4	4	2
CC(C)CC(C(=O)NC1CCCCC1)N(Cc1ccccc1)C(=O)c1snc(C(N)=O)c1N (stereo not drawn)	-27	.	-14	-3	3	6	4	22
CC1(C)CC(=O)C=C(N2CCOCC2)C1	.	.	1	-1	-1	7	.	8
O=C(CCC1CCCCC1)Nc1ccccc1-c1ccccc1	-45	-3	7	-2	1	3	-13	-2
C=CCNCc1ccc(C(=O)NCCCCCCC)cc1[N+](=O)[O-]	6	5	11	0	-5	17	-19	3
C[C@@H]1CN([C@H](C)CO)C(=O)c2cc(C#CC3CC3)cnc2O[C@H]1CN(C)Cc1ccncc1	-10	1	4	-3	-2	.	-9	-3
CC(=O)N(C)C[C@H]1Oc2cc(C#CCN(C)C)ccc2S(=O)(=O)N([C@@H](C)CO)C[C@@H]1C	17	10	3	0	3	.	-15	-10
O=C(C1CCCN1S(=O)(=O)c1ccc(Cl)cc1)N1CCCCC1 (stereo not drawn)	23	2	.	0	3	12	-8	6
The listing continues.
SMILES	INS-1E GSIS act	PGC1a acetyl inh	Statin myotox sup	Cneo AK release	PglD DTNB	PAX8 reporter	LGR2 antag	ARNT-TACC3 inh
CCN1[C@H](C(=O)NCc2ccccc2)[C@@H](CO)[C@@H]2Cn3c(ccc(-c4ccncc4)c3=O)[C@@H]21	-2	12	5	0	-1	-4	-7	5
COc1ccc(S(=O)(=O)Nc2ccccc2N2CCOCC2)cc1OC	.	-2	-3	-2	3	4	.	-1
COc1ccc(CC(=O)NCc2n[nH]c(=S)n2-c2ccccc2OC)cc1	-3	.	.	.	.	13	-3	1
COc1ccc(C(=O)CSc2nnc(CNc3ccc(C)cc3C)o2)cc1	59*	-3	7	5	-5	27	.	1
Cc1c(C(=O)NCC(C)C)sc2nc(-c3ccc(F)cc3)cn12	.	-18	-25	-1	0	-172	-25	-10
CC1SC(=Nc2ccccc2)N(S(=O)(=O)c2ccccc2)C1=O (stereo not drawn)	-8	.	.	-2	3	34	20	1
COc1ccc(S(=O)(=O)N(C)C[C@H]2Oc3ccc(NC(=O)Cc4ccccc4)cc3C(=O)N([C@@H](C)CO)C[C@@H]2C)cc1	-17	-1	-5	1	7	-2	-18	-6
Cc1ccc(CNC(=O)C2CC3Cn4c(nc5cc(C)c(C)cc54)C3N2C)o1 (stereo not drawn)	0	9	-1	10	4	-9	.	-7
CCCNC(=O)N1C[C@H](O)COC[C@H]2O[C@H](CC(=O)N3CCN(C)CC3)CC[C@@H]21	-3	3	-29	118*	0	-13	13	24
C[C@@H]1CCCCO[C@@H](CN(C)S(=O)(=O)c2cn(C)cn2)[C@H](C)CN([C@@H](C)CO)C(=O)c2cc(NC(=O)C3CCCCC3)ccc2O1	12	.	12	-5	2	-11	-12	-5
O=C(C[n+]1ccsc1)c1ccccc1	-2	.	.	0	-120	23	-7	.
CC(=O)N1CCN=C1SCc1ccccc1Cl	3	5	2	0	-1	-18	4	-8
Cc1ccccc1-c1cnc2c(c1)C(=O)N([C@H](C)CO)C[C@@H](C)[C@@H](CN(C)C(=O)c1ccc(F)cc1)O2	7	2	27	1	-3	.	-3	2
Cc1cc(C(=O)NC2CCCN(Cc3ccccc3F)C2)no1 (stereo not drawn)	-1	5	-2	0	2	4	-8	-7
Cc1c(CCC(=O)NCCCn2ccnc2)c(=O)oc2c(C)c3oc4c(c3cc12)CCCC4	.	-2	-18	5	1	.	.	17
CC1CCN(C(=O)c2ccccc2NS(=O)(=O)c2ccccc2)CC1	-5	8	.	-2	3	3	1	16
Cc1ccc(C(=O)COC(=O)c2c(C)cc(=O)oc2C)cc1[N+](=O)[O-]	15	.	.	.	.	-16	10	2
S=c1[nH]nc(-c2ccccc2)n1/N=C/c1ccc(-c2ccccc2Cl)o1	-7	.	.	1	2	.	8	1
CC1(C)SC(=S)N(/N=C/c2cccnc2)C1N(O)C(=O)Nc1ccccc1 (stereo not drawn)	3	.	.	.	.	-4	-11	-12
Cc1nn(C)c(Oc2ccccc2)c1CCNC(=O)CC(C)C	0	-1	-5	.	.	21	4	3
Cn1c(=O)c2cc(S(=O)(=O)NC(C(=O)NCc3cccnc3)c3ccccc3)ccc2n(C)c1=O (stereo not drawn)	-5	-1	-9	-1	-5	-8	-1	3
CCN1CCN(CCC(=O)Nc2ccc(Br)c(C)c2)CC1	-12	12	-4	1	7	-14	-5	-3
C[C@@H]1CN([C@@H](C)CO)C(=O)c2cc(NC(=O)NC3CCCCC3)ccc2O[C@@H](C)CCCCO[C@H]1CN(C)Cc1ccc2c(c1)OCO2	-12	-2	.	-2	4	3	15	2
Cc1ccc(S(=O)(=O)Oc2ccc(C3C4=C(CCCC4=O)N(CCC(=O)O)C4=C3C(=O)CCC4)cc2Cl)cc1	-2	.	.	.	.	-9	-2	-15
Cc1onc(NC(=O)NC(=O)c2c(Cl)cccc2Cl)c1Br	-30	9	-11	9	-1	-3	4	0
Further compounds:
SMILES	INS-1E GSIS act	PGC1a acetyl inh	Statin myotox sup	Cneo AK release	PglD DTNB	PAX8 reporter	LGR2 antag	ARNT-TACC3 inh
Cc1ccc(-c2nc(CS(=O)CC(=O)NCCCc3ccccc3)c(C)o2)cc1 (stereo not drawn)	-36	-5	14	9	-6	21	-3	2
CCC(=O)N1CCc2cc(S(=O)(=O)CCC(=O)Nc3nc(C)cs3)ccc21	.	-27	.	0	-3	22	.	-3
O=C(c1cccc2cccc(O)c12)N1CCCCC1	.	10	5	-3	-4	.	.	-6
Cc1cc(-c2cccc([N+](=O)[O-])c2)nc2ccc3ccccc3c12	49	20	-39	2	-2	.	.	39
COC(=O)C[C@@H]1CC[C@H]2[C@@H](COc3ccc(NC(=O)NCc4ccccc4)cc3C(=O)N2C)O1	1	0	4	2	-3	-6	-6	-3
Cc1ccc([C@@H]2C[C@H]3[C@@H](CN2S(=O)(=O)c2ccc(C)cc2)C(=O)C[C@@H](c2cccc(Cl)c2)N3S(=O)(=O)c2ccc(C)cc2)cc1	26	-5	-3	-1	6	5	5	.
CC(C)(C)OC(=O)N[C@@H](Cc1ccccc1)C(=O)N[C@@H](CO)[C@H](O)[C@@H]1C[C@@H]1C(=O)NC1CCCCC1	-8	-9	6	2	-3	-38	-5	-5
Cc1cc(C(F)(F)F)cc(NNC(=O)NC(=O)c2ccc(Cl)cc2)n1	1	-4	.	-2	0	16	11	-20
O=C(C[C@@H]1CC[C@H](NC(=O)c2ccncc2)[C@@H](CO)O1)NCCc1ccncc1	7	2	-3	-3	1	0	1	-8
COc1ccc(NC(=O)C2CCN(S(C)(=O)=O)CC2)cc1Cl	-7	1	7	.	.	.	-7	-3
CC/C(=C\C(=O)c1ccncc1)Nc1ccc(O)cc1	.	-3	6	-4	-7	.	.	7
COc1ccccc1CNC(=O)COC(=O)CCN1C(=O)C2CC=CCC2C1=O (stereo not drawn)	-23	-7	-6	-2	2	-8	-14	.
CN1[C@@H]2c3ccc(-c4ccc(F)cc4)c(=O)n3C[C@@H]2[C@@H](CO)[C@@H]1C(=O)NCC1CC1	10	-5	18	-1	-3	-2	-14	7
CCCCCCCCSc1nnc(CSc2nc3nc(C)cc(C)n3n2)o1	-8	-4	-6	3	-8	.	4	-6
CCCNC(=O)N(C)C[C@H]1Oc2cc(Br)ccc2S(=O)(=O)N([C@@H](C)CO)C[C@@H]1C	0&-2	12&-7&-5	-5	-3&0&-5	-4&-2&0	-9	8&18	-10&-4
CCC/C(O)=C1\C(=O)CCCC1=NC(C)C(=O)O (stereo not drawn)	7	2	10	0	5	.	5	-6
COc1ccccc1N1CCN(Cc2cc(=O)c(OCC(=O)NC(C)C)co2)CC1	1	-4	6	-1	-4	-7	3	1
COc1ccc(NC(=S)NC(NC(=O)c2ccc(Cl)cc2Cl)C(Cl)(Cl)Cl)c([N+](=O)[O-])c1 (stereo not drawn)	-7	2	59	39	-5	.	11	-1

A run of entries from further up, as a working copy:
SMILES	INS-1E GSIS act	PGC1a acetyl inh	Statin myotox sup	Cneo AK release	PglD DTNB	PAX8 reporter	LGR2 antag	ARNT-TACC3 inh
COc1cccc(S(=O)(=O)Nc2ccc3c(c2)C(=O)N(C)[C@@H]2CC[C@@H](CC(=O)NCC4CCCCC4)O[C@@H]2CO3)c1	-4	2	-2	-2	-4	2	0	-4
N#C/C(=C\c1ccc(N2CCOCC2)o1)C(=O)Nc1ccc(O)cc1	-2	-9	.	-6	2	-10	-19	4
CC(=O)/C(C#N)=C1\NC(=O)C(Cc2ccc(C)c(Cl)c2)S1 (stereo not drawn)	.	-15	.	-4	6	3	.	-5
Cc1cc(N2CCN(C(c3ccccc3)c3ccccc3)CC2)n2ncnc2n1	-13	-6	58	4	0	13	.	2
